High-throughput results from PubChem.
MsrA inh = bovine MsrA inhibition; purified bovine MsrA, absorbance read-out; inhibition, % at 15.5 µM; hit rate 0.75% among 360,000; AID 651718; in the data active = inhibition above about 4.5%;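 also: 0% = vehicle wells with enzyme and 100% = reference inhibitor wells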
Tb MetRS inh = Trypanosoma brucei MetRS inhibition | purified T. brucei MetRS, ATP depletion, Kinase-Glo luminescence | inhibition, % at 11.9 µM | hit rate 0.4% among 360,000;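 active = inhibition above a per-plate cutoff of the control wells' mean inhibition plus 3 SD, cut at about 5.5% in these data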;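 also: 0% = DMSO wells median and 100% = median of wells with control inhibitor compound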
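Assay system: T. brucei methionyl-tRNA synthetase, purified | Medium: HEPES buffer with MgCl2, KCl, DTT, spermine, BSA, pyrophosphatase | Compound: 11.9 µM single point | Incubation: 15 min enzyme-compound preincubation, 2 h reaction, 10 min detection, 25 °C | Measured by: Kinase-Glo luciferase luminescence reporting remaining unconsumed ATP | Measure: % inhibition normalized to control-well medians | Replication: Singlicate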
bovine MsrA act = activators of bovine methionine sulfoxide reductase A. hit rate 0.3% among 360,000. purified bovine MsrA, absorbance read-out. activation, % at 10.6 µM; in the data active = activation above about 7.5%;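 also: 0% = vehicle and 100% = reference activator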
FAS TE block = FAS thioesterase (human) inhibition; recombinant FAS-TE, OMFH fluorogenic substrate, fluorescence endpoint; inhibition, % at 15 µM; hit rate 0.67% among 360,000;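 active = compounds whose normalised, plate-corrected inhibition of enzyme fluorescence in the single-dose primary screen is 50% or more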;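 also: 0% = DMSO with enzyme and 100% = substrate without enzyme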
Rin1 Abl inh = inhibitors of human Rin1-Abl protein interaction; P00519+Q13671; TR-FRET Rin1/Abl binding, biochemical; inhibition, % at 7.35 µM; hit rate 0.4% among 360,000; in the data active = inhibition above about 5%, passing the limit was not always enough
PABP1 MLLE inh = blocks PAM2 peptide binding to the PABP1 MLLE domain; GST-MLLE / FITC-PAM2 fluorescence polarization; hit rate 0.36% among 360,000; P11940; inhibition, % at 20 µM; in the data active = inhibition above about 35%, passing the limit was not always enough;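 also: plate controls were DMSO wells with GST-MLLE for no effect and wells lacking GST-MLLE protein for full effect; some results filed as inactive read as strong as hits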
Neddyl block = blocks human cullin neddylation; hit rate 0.58% among 360,000; calls only at 25 µM; P61081+Q13564; AID 651699; TR-FRET cullin neddylation, biochemical; in the data active = inhibition above about 36%
E coli Lon inh = inhibits E. coli Lon protease | inhibition, % at 7.94 µM | AID 602123 | purified E. coli Lon protease, fluorescence polarization | hit rate 0.42% among 360,000; in the data active = inhibition above about 13%, passing the limit was not always enough;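 also: 0% = enzyme with probe and DMSO and 100% = no enzyme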
CSN deneddyl inh = CSN deneddylation inhibition; Q92905; Purified CSN, SCF-Nedd8-OG deneddylation, fluorescence polarization; inhibition, % at 12.5 µM; hit rate 0.38% among 360,000; AID 651999;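 active = pattern-corrected inhibition above about 35%, with an unprinted fluorescence ratio check between 0.5 and 1.5, limit read from the data, passing the limit was not always enough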;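 also: 0% = enzyme with substrate and 100% = substrate without enzyme; some results filed as inactive read as strong as hits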
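Assay system: purified human Csn5 enzyme expressed in HEK293T cells; measure: % inhibition; also added: SCFSkp2-Nedd8OG substrate at 10 nM final; technique: fluorescence polarization; times: reaction 90 min, room temperature; medium: Tris buffer pH 7.5, NaCl, DTT, Tween-20, trehalose, ovalbumin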
An asterisk follows results filed as active; i = inactive; . = not tested or not shown. No enrichment for hits, and some 4% of all compounds hit somewhere here.

SMILES	E coli Lon inh	Tb MetRS inh	Rin1 Abl inh	PABP1 MLLE inh	CSN deneddyl inh	Neddyl block	bovine MsrA act	FAS TE block	MsrA inh
C[C@H](CO)N1C[C@H](C)[C@@H](CN(C)C(=O)NC2CCCCC2)Oc2ccc(NC(=O)NC3CCCCC3)cc2C1=O	-2	0.2	5	-5	-1	i	0	-11	-1.0
Cc1onc(-c2ccccc2)c1C(=O)NC(C)C1CCCO1 (stereo not drawn)	9	0.4	-3	-11	0	i	-1	-5	-0.1
Cc1cccn2c(=O)c3cc(C(=O)NCCc4ccccc4)c(=N)n(Cc4ccco4)c3nc12	-8	0.1	-7	-7	10	.	0	15	-1.4
O=C(Nc1sc2c(c1C(=O)O)CCCC2)c1cccs1	-6	0.1	0	18	-4	i	-6	-6	2.0
COCc1nnc(NC(=O)c2ccc(S(=O)(=O)N(C)C3CCCCC3)cc2)o1	-7	-0.3	-2	3	-5	i	-4	-11	-0.3
CC(C)(C)c1nc2ccc(Cl)cn2c1CC1CCCCC1	-7	-1.3	6	1	4	i	-14	14	0.8
COC(=O)CC(NS(=O)(=O)c1cccs1)c1ccccc1Cl (stereo not drawn)	10	-0.6	1	-6	2	i	1	-3	0.7
CC(=O)c1ccc(N2CCN(C(=O)c3cc4c(s3)CCCC4)CC2)cc1	3	-0.3	0	4	4	i	-2	11	2.3
CC(=O)N1N=C(c2ccco2)CC1c1ccc(C)cc1 (stereo not drawn)	3	-0.2	-4	-9	6	i	-2	-9	0.8
CC1=C(C(=O)N(C)C)CC(CC(=O)NCC2CCCCC2)C(=O)N1CCCN1CCCC1=O (stereo not drawn)	-9	0.2	1	10	2	i	-9	-9	0.9
COc1ccc(OC)c2nc3c(C(=O)NCCN(C)C)cccc3nc12	-4	-0.1	-14	-2	-3	i	21*	-4	-0.1
CCCCn1nc(NC(=O)c2cccs2)c2cc3ccccc3nc21	2	0.7	-2	-2	0	.	-3	24	2.6
CCOc1ccc(NC(=O)CN(C)C(=O)C2=COCCO2)cc1OCC	3	0.0	5	-5	-2	i	-12	-7	0.6
CC(=O)Nc1ccc(S(=O)(=O)Oc2ccccc2N2C(=O)C3C4CCC(C4)C3C2=O)cc1 (stereo not drawn)	-22	-0.3	4	-12	6	i	-6	-10	0.7
Cc1nnc(NC(=O)CCC2CCCCC2)s1	7	0.1	-3	28	-2	i	1	2	1.5
O=C1CCCN1CCCNS(=O)(=O)c1ccc(Br)cc1	5	-0.1	1	10	-6	i	-2	-3	0.1
OC1C2CN3CCN(C2)CC1(Cc1ccccc1)C3 (stereo not drawn)	-4	-1.1	-3	-1	2	i	-2	-6	0.2
CCN1CCc2c(sc(NC(=O)Cc3ccccc3)c2C(=O)OC)C1	2	0.6	-3	-3	-1	i	1	-3	0.1
CC1CCCN(C(=O)COC(=O)/C=C/c2ccc(C(F)(F)F)cc2)C1 (stereo not drawn)	10	-0.3	0	4	-1	i	8.7*	5	-0.1
COC(=O)C1=CN(C)C=C(C(=O)OC)C1c1ccsc1	-1	-0.1	-2	8	0	.	1	-4	0.7
C=CCn1c(CCNC(=O)c2ccccc2F)nnc1SCc1nc2ccccc2c(=O)[nH]1	13	0.0	-1	-4	0	i	0	-6	2.1
Cc1ccc(O)c(N)c1	-2	-0.3	1	2	3	i	-3	-5	.
CC(OC(=O)Cc1n[nH]c(=O)c2ccccc12)C(=O)Nc1cccc([N+](=O)[O-])c1 (stereo not drawn)	9	-0.9	-5	-9	-1	i	-7	5	0.7
O=C(CN1CCCC1)N/N=C/c1c(O)ccc2ccccc12	-97	-0.3	-8	-40	9	i	-1	6	-0.2
O=C(Cc1ccc(NC(=O)C2CCCN(C(=O)C3CCCC3)C2)cc1)Nc1cccc(C(=O)N2CCCC2)c1 (stereo not drawn)	-8	0.3	2	-8	-1	i	0	-8	-0.5
COC(=O)C(NC(=O)c1ccccc1C)(Nc1ncc(S(=O)(=O)c2ccc([N+](=O)[O-])cc2)s1)C(F)(F)F (stereo not drawn)	-6	-0.2	0	-5	0	i	2	36	2.4
CC(OC(=O)c1cccc(-n2cnnn2)c1)C(=O)c1ccccc1 (stereo not drawn)	-4	0.2	-1	0	0	i	0	-1	0.4
CC1=NS(=O)(=O)NC(C)(C)C1	11	-0.3	2	-11	0	i	2	-2	-0.8
Cc1c(Cl)cccc1NC(=O)CSc1sc2c(O)cc(=O)[nH]c2c1C#N	8	-0.3	2	-17	-4	i	-5	4	2.7
CCN(CC(=O)Nc1c(F)cccc1F)C(=O)CCc1nc2cc(S(=O)(=O)N3CCOCC3)ccc2n1C	8	-0.1	1	7	0	i	0	-6	2.1
CCc1nnc2n1N=C(c1ccc(-c3cc(Cl)ccc3Cl)o1)CS2	-7	-0.2	0	-96	2	i	-1	-15	0.8
CCOc1ccccc1C(=O)N1CCC(C(=O)c2ccc(F)cc2)CC1	3	-0.6	3	-4	1	i	0	-3	0.9
COc1cc(/C=N/n2c(C)nc3ccccc3c2=O)ccc1O	1	-0.1	2	10	-1	i	-3	-2	5.4*
C[C@@H]1CN([C@H](C)CO)C(=O)c2c(c3ccccc3n2C)-c2ccccc2CO[C@H]1CN(C)Cc1ccccc1	17*	-0.1	-2	1	-4	i	0	21	0.4
COc1ccccc1N1CCN(C(=O)c2cc(S(=O)(=O)N3CCCCC3)ccc2C)CC1	0	-0.1	2	14	-2	i	-3	7	0.7
Nc1cc(C(=O)OCC(=O)NNC(=O)c2cccs2)ccc1Cl	-3	-0.3	-3	-9	-1	i	-3	1	-0.7
CCOC(=O)COc1ccc2cc(C(=O)OCC)c(=O)oc2c1	-9	-0.4	-4	9	-5	.	-5	-6	2.6
CC(Oc1ccccc1)c1ccnn1S(C)(=O)=O (stereo not drawn)	-7	-1.7	3	1	-1	i	-12	-15	-0.6
O=C(N/C(=C/c1ccccc1)C(=O)N1CCCCC1)c1ccc(Br)o1	1	-0.8	4	-5	3	i	-10	-1	1.1
Cc1ccccc1Cn1cc(NC(=O)c2noc3c2CC(C(C)(C)C)CC3)cn1 (stereo not drawn)	5	-1.2	3	-5	-2	i	-6	15	0.4
COC(=O)C1C(=O)CC(C)(O)C(C(=O)OC)C1c1ccccc1F (stereo not drawn)	-9	-0.8	3	2	4	i	-5	-10	-0.5
Clc1ccc(CNc2ccc(N3CCN(Cc4ccccc4)CC3)cc2)cc1	-4	-0.2	-2	-3	0	i	-2	30	-1.1
COc1ccc(CCNC(=O)c2nnn(-c3cc(C)cc(C)c3)c2N)cc1OC	1	-0.9	4	6	1	i	-5	0	0.0
CCOc1ccc(NS(=O)(=O)c2ccc(C(=O)NCC(c3cccs3)N3CCOCC3)cc2)cc1 (stereo not drawn)	8	-0.3	3	12	-2	i	1	0	1.3
Cc1ccc(NC(=O)Cn2c(=O)cnc3ccccc32)cc1S(=O)(=O)N1CCOCC1	-19	0.3	-1	-39	-2	i	-3	-5	1.4
Cc1ccc(CCNC(=O)c2ccc3nc4ccccc4c(=O)n3c2)cc1	5	-0.7	0	-9	-5	.	-2	9	0.7
COc1ccc(NC(=O)c2cc(OC)c(OC)c(OC)c2)cn1	-8	-0.7	2	-15	5	i	1	-5	-0.6
COC(=O)CN1C(=O)[C@H]2[C@@H](/C=C/c3ccccc3)N3C(=O)CN(CC4CC4)C(=O)[C@@]3(Cc3ccccc3)[C@H]2C1=O	3	-0.4	0	-15	-7	i	-8	-7	-1.7

Grouped by structure: the entries above with a tert-butyl group (two)
SMILES	E coli Lon inh	Tb MetRS inh	Rin1 Abl inh	PABP1 MLLE inh	CSN deneddyl inh	Neddyl block	bovine MsrA act	FAS TE block	MsrA inh
CC(C)(C)c1nc2ccc(Cl)cn2c1CC1CCCCC1	-7	-1.3	6	1	4	i	-14	14	0.8
Cc1ccccc1Cn1cc(NC(=O)c2noc3c2CC(C(C)(C)C)CC3)cn1 (stereo not drawn)	5	-1.2	3	-5	-2	i	-6	15	0.4

Given with values under each structure: two of the compounds above
Order of values – E coli Lon inh, Tb MetRS inh, Rin1 Abl inh, PABP1 MLLE inh, CSN deneddyl inh, Neddyl block, bovine MsrA act, FAS TE block, MsrA inh
Cc1ccc(O)c(N)c1
→ -2, -0.3, 1, 2, 3, i, -3, -5, .
Cc1ccc(NC(=O)Cn2c(=O)cnc3ccccc32)cc1S(=O)(=O)N1CCOCC1
→ -19, 0.3, -1, -39, -2, i, -3, -5, 1.4

Remaining list, next part.
SMILES	E coli Lon inh	Tb MetRS inh	Rin1 Abl inh	PABP1 MLLE inh	CSN deneddyl inh	Neddyl block	bovine MsrA act	FAS TE block	MsrA inh
O=C(CN1C(=O)NC2(CCCC2)C1=O)NCc1ccc(F)cc1	-13	-0.1	1	-8	-4	i	-2	-6	-0.8
O=C(NCCN1CCC(n2c(=O)[nH]c3ccccc32)CC1)c1cccc(Cl)c1	2	-1.3	.	.	3	i	-9	-6	2.1
CCOC(=O)C1CCN(C(=O)CN(c2ccc3c(c2)OCCO3)S(C)(=O)=O)CC1	-2	-0.9	0	4	-2	i	-3	-8	-0.2
COc1ccccc1OCc1ccc(C(=O)NC(C)c2ccccc2)o1 (stereo not drawn)	6	-1.8	1	-4	-2	i	-11	4	-0.3
COc1ccc(S(=O)(=O)NCC(=O)N(CC(=O)NCc2ccco2)C2CCCC2)cc1	-7	-0.1	0	-5	7	i	-2	-2	0.8
O=C(CN1C(=O)NC(Cc2ccccc2)C1=O)Nc1ccc(OC(F)(F)F)cc1 (stereo not drawn)	-1	-0.4	-1	-18	2	i	-1	3	-1.6
COc1ccccc1N(C(=O)c1ccco1)C(C(=O)NC1CCCCC1)c1cc(OC)c(OC)c(OC)c1 (stereo not drawn)	4	-0.2	2	20	3	i	-2	-1	-0.2
c1ccc2c(c1)CNc1ccccc1-2	-7	-0.5	2	7	4	i	-5	-3	3.8
COc1cc2cc(C#N)c(SCC(=O)N3CCOCC3)nc2cc1OC	-5	-0.4	-1	-8	3	i	-3	6	1.6
Cc1csc(SC(C)c2nc3scc(-c4ccccc4)c3c(=O)[nH]2)n1 (stereo not drawn)	-3	-0.2	-1	-14	-2	i	-5	2	1.2
